Source: PubChem
Salmonella PhoP GFP: inhibitors of PhoP regulon expression, primary screen, Salmonella Typhimurium, GFP reporter (AID 1863); one-dose inhibition, % at 50 µM; IC50 in µM for titrated hits; S. Typhimurium PhoP-regulated promoter GFP reporter, 4 h; higher % means a stronger effect; 0.16% of 300,000 active;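 active means inhibition over 29.93%, a cutoff 3 SD above the screen mean, later confirmed by dose response; inconclusive means inhibition over 29.93% but no dose response follow-up; inactive means inhibition at most 29.93% or unconfirmed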;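 further: 0% = low Mg2+ inducing control and 100% = high Mg2+ repressing control; strong numbers were not always called active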
RSV antiviral HEp-2: RSV antiviral activity via CPE protection, HEp-2 cells, primary 10 µM value included (AID 2391) | HEp-2 cells, RSV-induced CPE inhibition; higher % means a stronger effect | CPE inhibition, % at 10 µM; hits with a dose series show IC50 in µM | 0.13% of 310,000 active; in the data active means a potency from the dose series; inconclusive means CPE inhibition mostly from about 23% at the one dose, without a potency; inactive means the rest, 99 in 100 with CPE inhibition below about 21%; further: strong numbers were not always called active
Myeloid diff MLP: induction of myeloid progenitor differentiation, primary screen, cell-based, flow cytometry, MLPCN library; ER-HoxA9 myeloid progenitors, lysozyme-GFP differentiation; calls only at 10 µM; 1% of 360,000 active; AID 624256, 2012;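 active means normalized GFP-positive differentiation at or above the plate's own cutoff, the solvent-only control mean plus 3 SD; inconclusive means no clear call, values can overlap the other calls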;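 further: cells exposed to compound for four days before flow analysis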
Myeloid diff MLP GFP+ MAC1+ %: further read-out of Myeloid diff MLP, marked with its call; GFP+ MAC1+ double positive, %; measured here: differentiation confirmed by MAC1 staining
* = called active by the depositor; i = inactive; ? = inconclusive; · = not tested or not shown. These rows are one share of the data; rates above refer to the full screens.

smiles,RSV antiviral HEp-2,Myeloid diff MLP,Myeloid diff MLP GFP+ MAC1+ %,Salmonella PhoP GFP
CCCCCCc1ccc(O)cc1O,·,·,·,2%
NNC(=O)CP(=O)(c1ccccc1)c1ccccc1,-0.6%,·,·,-7%
CC(=O)Nc1ccccc1,·,i,2.2,·
COc1ccc(-n2[nH]c3c(cnc4ccccc43)c2=O)cc1,·,i,1.3,·
COc1c(O)cc2c(c1O)[C@@H]1OC(CO)C(O)C(O)[C@H]1OC2=O (stereo not given in full),·,i,2.4,·
O=C1Cc2c([nH]c3ccc([N+](=O)[O-])cc23)-c2ccccc2N1,·,?,·,·
COc1c(O)cc2c(c1O)[C@@H]1O[C@H](CO)[C@@H](O)[C@H](O)C1OC2=O (stereo not given in full),·,i,2.7,4%
CC(=O)Nc1ccc(O)cc1,·,i,2.8,12%

Molecules from the list above that contain nitrogen in an aromatic ring (two):
smiles,RSV antiviral HEp-2,Myeloid diff MLP,Myeloid diff MLP GFP+ MAC1+ %,Salmonella PhoP GFP
COc1ccc(-n2[nH]c3c(cnc4ccccc43)c2=O)cc1,·,i,1.3,·
O=C1Cc2c([nH]c3ccc([N+](=O)[O-])cc23)-c2ccccc2N1,·,?,·,·

New compounds follow
smiles,RSV antiviral HEp-2,Myeloid diff MLP,Myeloid diff MLP GFP+ MAC1+ %,Salmonella PhoP GFP
O=c1ccn([C@H]2C[C@H](O)[C@@H](CO)O2)c(=O)[nH]1,2.7%,i,1.3,5%
COc1ccc(CN2CCN(C(c3ccc(F)cc3)c3ccc(F)cc3)CC2)c(OC)c1OC,3.6%,?,·,-3%
CCOC(=O)NNc1nncc2ccccc12,1.3%,i,2.2,4%
C[C@H]1c2cccc(O)c2C(O)=C2C(=O)[C@]3(O)C(O)=C(C(N)=O)C(=O)[C@@H](N(C)C)C3[C@@H](O)C21 (stereo not given in full),-1.8%,i,2.3,5.2µM*
COC(=O)C1=CO[C@@H](OC2OC(CO)C(O)C(O)C2O)[C@@H]2[C@@H](C)[C@@H](O)C[C@H]12 (stereo not given in full),1.2%,i,3.1,-3%

Part of the list above, as labelled records.
COc1ccc(CN2CCN(C(c3ccc(F)cc3)c3ccc(F)cc3)CC2)c(OC)c1OC
- RSV antiviral HEp-2: 3.6%
- Myeloid diff MLP: ?
- Myeloid diff MLP GFP+ MAC1+ %: ·
- Salmonella PhoP GFP: -3%

CCOC(=O)NNc1nncc2ccccc12
- RSV antiviral HEp-2: 1.3%
- Myeloid diff MLP: i
- Myeloid diff MLP GFP+ MAC1+ %: 2.2
- Salmonella PhoP GFP: 4%

COC(=O)C1=CO[C@@H](OC2OC(CO)C(O)C(O)C2O)[C@@H]2[C@@H](C)[C@@H](O)C[C@H]12 (stereo not given in full)
- RSV antiviral HEp-2: 1.2%
- Myeloid diff MLP: i
- Myeloid diff MLP GFP+ MAC1+ %: 3.1
- Salmonella PhoP GFP: -3%

C[C@H]1c2cccc(O)c2C(O)=C2C(=O)[C@]3(O)C(O)=C(C(N)=O)C(=O)[C@@H](N(C)C)C3[C@@H](O)C21 (stereo not given in full)
- RSV antiviral HEp-2: -1.8%
- Myeloid diff MLP: i
- Myeloid diff MLP GFP+ MAC1+ %: 2.3
- Salmonella PhoP GFP: 5.2µM*
